MgcRacGAP inhibition = MgcRacGAP GTPase-activating activity inhibitors, confirmation, biochemical, ADP Hunter fluorescence | MgcRacGAP-stimulated Rac1 GTP hydrolysis, ADP Hunter fluorescence; higher % means a stronger effect; GST-tagged Rac1 F28L mutant substrate | inhibition, % at 30 µM, or IC50 in µM where a hit was titrated | 340,000 tested, 0.6% active | AID 624330;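 active = first-screen hits whose inhibition reached a set limit at any dose in the follow-up dose series; inconclusive = inhibition above the set first-screen limit but never retested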;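 also: fluorescence reports GDP produced by GAP-driven GTP hydrolysis; strong numbers were not always called active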
ER stress rescue = rescue of cells from ER stress-induced death, primary screen, 384-well, CSM14.1, thapsigargin, ATP luminescence (AID 1222) | one-dose cellular ATP content (survival), % at 20 µM; EC50 in µM for titrated hits | 190,000 tested, under 10 active | CSM14.1 thapsigargin-induced death rescue, ATP luminescence; higher % means a stronger effect;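 active = EC50 below 50 µM in the dose-response confirmation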;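 also: death triggered by thapsigargin at about 15 µM added after 2 h compound pretreatment; cell ATP read after overnight thapsigargin exposure of roughly 18 to 22 hours; normalized against plate controls of thapsigargin alone and 5% DMSO vehicle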
RSV antiviral HEp-2 = RSV antiviral activity via CPE protection, HEp-2 cells, primary 10 µM value included (AID 2391); HEp-2 cells, RSV-induced CPE inhibition; higher % means a stronger effect; one-dose CPE inhibition, % at 10 µM; IC50 in µM for titrated hits; 310,000 tested, 0.13% active; in the data active = a potency from the dose series; inconclusive = CPE inhibition mostly from about 23% at the one dose, without a potency; inactive = the rest, 99 in 100 with CPE inhibition below about 21%; also: strong numbers were not always called active
GPR35 arrestin U2OS = GPR35 antagonists blocking zaprinast-driven arrestin recruitment, primary screen, imaging, U2OS, beta-arrestin-GFP, zaprinast agonist (AID 2058) | U2OS GPR35 beta-arrestin-GFP translocation imaging, zaprinast antagonism; higher % means a stronger effect | one-dose inhibition, % at 10 µM; IC50 in µM for titrated hits | 290,000 tested, 0.052% active;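 active = inhibition of at least 50% with at least 30 cells and total cytoplasm GFP at most 10,000,000; inconclusive = under 30 cells or total GFP of 10,000,000 plus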
Dengue-2 NS5 capping = flavivirus cap methylation enzyme inhibition – biochemical, confirmation dose response, primary screen (AID 588689). 340,000 tested, 0.3% active. Dengue-2 NS5 methyltransferase capping enzyme assay, biochemical; higher % means a stronger effect. inhibition, % at 25 µM, or IC50 in µM where a hit was titrated; in the data active = a potency from the dose series; inconclusive = inhibition above about 29% without an active follow-up result
West Nile virus CPE = West Nile virus antiviral activity, cell-based, CPE readout (AID 1621); West Nile virus-infected cells, CPE inhibition; higher % means a stronger effect; one-dose CPE inhibition, % at 10 µM; IC50 in µM for titrated hits; 290,000 tested, 0.02% active; in the data active = a potency from the dose series; inconclusive = CPE inhibition mostly from about 3.7% at the one dose, without a potency; inactive = the rest, 99 in 100 with CPE inhibition below about 2.2%; also: strong numbers were not always called active
Large T inhibition = SV40 large T antigen inhibitors, biochemical (AID 1903); SV40 large T antigen ATPase/helicase inhibition assay; higher % means a stronger effect; inhibition, % at 20 µM, or IC50 in µM where a hit was titrated; 310,000 tested, 0.39% active; in the data active = a potency from the dose series; inconclusive = inhibition mostly from about 32% at the one dose, without a potency; inactive = the rest, 99 in 100 with inhibition below about 32%; also: strong numbers were not always called active
PhoP inhibition = PhoP-dependent GFP reporter repression – Salmonella Typhimurium, primary screen (AID 1863) | 300,000 tested, 0.16% active | S. Typhimurium PhoP-regulated promoter GFP reporter, 4 h; higher % means a stronger effect | one-dose inhibition, % at 50 µM; IC50 in µM for titrated hits;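 active = inhibition over 29.93%, a cutoff 3 SD above the screen mean, later confirmed by dose response; inconclusive = inhibition over 29.93% but no dose response follow-up; inactive = inhibition at most 29.93% or unconfirmed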;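 also: 0% = low Mg2+ inducing control and 100% = high Mg2+ repressing control; strong numbers were not always called active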
LYP phosphatase = PTPN22 lymphoid phosphatase activity blockers – biochemical, fluorescence intensity, uHTS (AID 1779); recombinant LYP phosphatase, fluorescence intensity; higher % means a stronger effect; inhibition, % at 11.5 µM, or IC50 in µM where a hit was titrated; 290,000 tested, 0.054% active; in the data active = inhibition above about 50%;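 also: plate controls were vehicle with enzyme for no effect and no enzyme for full effect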
Dengue-2 NS5 capping pilot replicate = second read-out of Dengue-2 NS5 capping, no call of its own (marks repeat the call); inhibition, %; measured here: pilot screen replicate inhibition
* = called active by the depositor; u = inconclusive; x = not tested or not shown. Not a hit list; 1.5% or so of the library scored in one or more.

The first two records, to show the layout:
SMILES | MgcRacGAP inhibition | ER stress rescue | RSV antiviral HEp-2 | GPR35 arrestin U2OS | Dengue-2 NS5 capping | West Nile virus CPE | Large T inhibition | PhoP inhibition | LYP phosphatase | others
CCn1c(SCC(=O)N(C)C2CCS(=O)(=O)C2)nnc1-c1cccs1 (centres undefined) | 2% | -0.6% | 3.1% | -3% | 4% | 0.1% | 6% | 8% | -2%
Cc1cc(NC(=O)Nc2cccs2)no1 | 5% | -3.4% | 2.9% | 3% | -7% | 0.3% | 2% | 29% | -2%

The listing, repeating the preview:
SMILES | MgcRacGAP inhibition | ER stress rescue | RSV antiviral HEp-2 | GPR35 arrestin U2OS | Dengue-2 NS5 capping | West Nile virus CPE | Large T inhibition | PhoP inhibition | LYP phosphatase | others
CCn1c(SCC(=O)N(C)C2CCS(=O)(=O)C2)nnc1-c1cccs1 (centres undefined) | 2% | -0.6% | 3.1% | -3% | 4% | 0.1% | 6% | 8% | -2%
Cc1cc(NC(=O)Nc2cccs2)no1 | 5% | -3.4% | 2.9% | 3% | -7% | 0.3% | 2% | 29% | -2%
NC(=O)c1c(NC(=O)c2ccccc2F)sc2c1CCCC2 | 11% | x | 2.6% | -12% | 4% | -0.9% | 3% | -3% | -3%
CN1CCOCCOCCN(C)C1=O | 9% | 1.6% | 0.9% | -3% | 2% | 0.8% | 3% | -3% | -14%
Cc1csc2ncnc(N3CCN(C(=O)Nc4ccc(OC(F)(F)F)cc4)CC3)c12 | 5% | x | 4.4% | -4% | -8% | 0.3% | 5% | -8% | -5%
Brc1ccc(-c2nnc3n2CCCCC3)cc1 | 2% | 0.2% | 2.6% | 15% | -5% | 0.2% | 14% | 16% | -6%
Nc1ccc(OCCc2ccccc2)cc1 | 31µM* | x | 3.6% | -1% | 2% | 0.3% | 31% | -1% | 0%
COC(=O)C1CN(C(=O)COc2ccc(Cl)c(C)c2)c2ccccc2O1 (centres undefined) | 9% | x | -1.4% | -9% | -5% | 0.3% | 3% | -7% | 4%
N#Cc1ccc(COC(=O)c2ccc3c(c2)OCO3)cc1 | 11% | x | 1.2% | 2% | 5% | -0.3% | 11% | -2% | -10%
COc1cc(/C=N/NC(=O)C2COc3ccccc3O2)ccc1O (centres undefined) | u | x | 1.6% | 2% | -6% | 0.9% | 8.2µM* | 5% | -2%
O=C(CCn1[nH]c(=O)c2ccccc2c1=O)OC1CCCCC1 | -8% | -0.2% | 3.0% | 2% | -1% | -0.7% | 6% | -14% | -4%
O=C(NCCc1ccc(F)cc1)Nc1ccccc1 | -9% | x | 2.1% | -5% | -12% | 0.1% | 5% | -2% | -17%
COc1cccc(-c2csc(N3CCN(C(=S)Nc4ccccc4C)CC3)n2)c1 | 0% | 11% | 3.8% | -9% | 3% | -0.2% | -1% | 6% | 2%
Cc1cc(NC(=O)/C(C#N)=C/c2ccc(-c3ccc(SC(F)F)cc3)o2)n(-c2ccccc2)n1 | 5% | -0.5% | -0.1% | -8% | 28% | -0.5% | 5% | -3% | 10%
CC1CN(C(=O)/C(C#N)=C2\N=C(NC(=O)c3ccccc3Cl)c3ccccc32)CC(C)O1 (centres undefined) | x | 2.0% | x | -12% | x | 0.6% | 19% | 6% | -3%
Cc1cc(NC(=O)c2cnn3c(C(F)F)cc(-c4ccccc4)nc23)no1 | 0% | -1.5% | -0.2% | 2% | 3% | 0.0% | -3% | 12% | -9%
O=C(COc1ccc(F)cc1)N(CC1=CCS(=O)(=O)C1)c1ccccc1 | -1% | -1.6% | 2.2% | -12% | -8% | 0.1% | 1% | -7% | -5%
O=C(OCC#CCSc1nnc(-c2ccc(Br)cc2)o1)c1ccco1 | 8% | -0.7% | 2.6% | 10% | -6% | -0.3% | 9% | -14% | -10%
CCCOc1cccc(-c2cc(C(=O)NNC(=S)NCC)c3ccccc3n2)c1 | 8% | -4.7% | 0.4% | -11% | 8% | x | 3% | -9% | -2%
CCc1nnc(NC(=O)CSc2ccc(-c3nc4ccccc4[nH]3)cn2)s1 | 12% | 30% | 0.3% | -19% | 0% | -0.3% | -2% | -7% | -10%
O=C(/C=C/Nc1nccs1)C(F)(F)Cl | -11% | 12% | 4.3% | -14% | -7% | -0.4% | u | -1% | -11%
COc1ccc(CNC(=O)C(c2ccncc2)N(C(=O)Cc2cccs2)c2ccccc2C)cc1 (centres undefined) | 12% | 0.3% | 4.1% | -5% | -3% | -0.2% | 3% | 0% | -7%
O=C(O)c1ccc2c3c(ncnc13)-c1ccccc1C2=O | x | -6.9% | -3.5% | -19% | x | x | 15% | 7% | -4%
CC1(C)CC(NC(=O)Cc2ccccc2[N+](=O)[O-])CC(C)(C)N1 | 1% | -0.3% | 1.4% | -4% | -3% | -0.7% | -3% | 21% | -9%
O=C(c1ccccc1)N1CCc2[nH]nc(-c3ccccc3)c2C1 | 10% | x | 1.7% | -3% | -7% | -0.1% | 16% | -3% | -7%

(further entries)
SMILES | MgcRacGAP inhibition | ER stress rescue | RSV antiviral HEp-2 | GPR35 arrestin U2OS | Dengue-2 NS5 capping | West Nile virus CPE | Large T inhibition | PhoP inhibition | LYP phosphatase | others
CCN1C(=O)N[C@@H](c2cccs2)C(C(C)=O)=C1C | 10% | x | -0.3% | 19% | -4% | 0.3% | 15% | -4% | -7%
C[C@H](NC(N)=O)C(=O)N1CCN(S(=O)(=O)c2ccc3ccccc3c2)CC1 | 2% | x | 3.7% | 9% | -1% | -0.7% | 4% | 7% | -8%
O=C1CN2NC(=S)N(c3ccccc3)C2=CN1c1ccc(Cl)cc1 | 7% | 0.2% | -0.9% | 2% | -5% | -0.4% | 15% | -5% | -8%
CCc1nnc(NC(=O)CN2CCN(C3CCCCC3)CC2)s1 | 21% | -1.2% | -2.2% | 5% | 0% | -0.5% | 1% | 18% | -8%
CCN(C(=O)CCc1nc(-c2ccc(OC)cc2)no1)c1cc(OC)ccc1OC | 6% | -0.1% | 5.8% | -12% | 1% | 0.4% | 5% | -6% | -5%
O=C(CSc1nnnn1-c1ccccc1)Nc1nsc(-c2ccc(Cl)cc2)n1 | 7% | x | 7.5% | 16% | -8% | -0.1% | 21% | 0% | -8%
Cc1ccc(S(=O)(=O)N2CCN(C(=O)CCC(=O)NCc3cccc(C(F)(F)F)c3)CC2)cc1 | 3% | x | -1.3% | x | -2% | x | 14% | 3% | x
CC(C)C12CN3CCN(CC(C3)/C1=N\NC(=O)Nc1ccccc1)C2 | 7% | -1.5% | -0.1% | -8% | 9% | -0.4% | 8% | 0% | -8%
CCOc1ccc(-n2c(SCC(=O)Nc3ccccc3CC)nc3n[nH]c(C)c3c2=N)cc1 | x | 1.2% | u | -10% | x | -1.6% | 2% | 7% | -3%
CCC1CCc2c(sc3ncnc(N4CCOCC4)c23)C1 (centres undefined) | 7% | -0.2% | 1.5% | -4% | -8% | 0.5% | 22% | -6% | -6%
Cc1ccc(C)c(C(C)NC(=O)CC#N)c1 (centres undefined) | 9% | -1.0% | 0.0% | -3% | -19% | 0.8% | 10% | -3% | -4%
O=C(NCCO)C(O)C(O)C(=O)NCCO (centres undefined) | 3% | -0.7% | -1.5% | -11% | -6% | 0.4% | 5% | -6% | -8%
CCCN(C(=O)c1cn(C)c(=O)c2ccccc12)c1ccccc1C | 13% | x | 1.2% | -4% | -9% | -1.1% | 21% | -4% | -1%
COc1ccc(C)cc1NC(=O)CCS(=O)(=O)c1cc2c(cc1Cl)NC(=O)CO2 | -14% | x | -0.1% | -11% | -6% | 0.3% | 1% | 1% | -12%
Nc1cc(=O)[nH]c(SCC(=O)N2CCCc3ccccc32)n1 | 4% | -1.1% | 2.7% | -6% | 0% | 0.1% | 6% | 4% | -5% | Dengue-2 NS5 capping pilot replicate=0.8
O=C(Nc1ccccc1)N1CCN(c2nc(-c3ccccc3)ns2)CC1 | 7% | x | 11% | -1% | -4% | 0.3% | 12% | -5% | 2%
COc1ccc(OC)c(NC(=O)CCNS(=O)(=O)c2ccc3c(c2)oc(=O)n3C)c1 | 5% | -2.8% | -0.1% | -2% | -4% | -0.1% | 8% | 9% | 2%
Cc1ccc(Sc2cc(C)nc(-c3ccccn3)n2)cc1 | 10% | x | -0.6% | 4% | 10% | -0.5% | 7% | 2% | -6%
CC(C)(C)C(=O)Nc1ccc2c(c1)OCCOCCOc1cc(NC(=O)C(C)(C)C)ccc1OCCOCCO2 | 7% | 1.6% | 2.1% | 9% | 5% | -0.2% | 11% | 3% | -6%
Brc1ccccc1-n1nnc(-c2cccnc2)n1 | 13% | 0.0% | 0.6% | 6% | 9% | 1.1% | 12% | 6% | -7%
C[C@@H]1CC[C@]2(O[C@@H](CCO)C[C@H](O)[C@H]2O)O1 | -3% | -5.2% | 0.0% | -7% | 2% | 0.0% | 16% | 1% | -5%
N=C(N)SCc1ccccc1Cl | 4% | -1.9% | 1.4% | 1% | -9% | -0.2% | 1% | -13% | -5%
Cc1ccc(NC(=O)NNC(=O)C2CC(c3cccs3)=NO2)cc1 (centres undefined) | 5% | x | 3.0% | 8% | -1% | -0.3% | 17% | 0% | -2%
CCCCC[n+]1ccn(C2=C([O-])c3ccccc3C(=O)/C2=N\S(=O)(=O)c2ccc(Cl)cc2)c1 | 12% | x | -2.3% | 12% | -5% | -0.1% | 4% | 2% | -10%
O=C(Cc1cccc(C(F)(F)F)c1)NCc1cccc(Cl)c1 | 5% | 0.0% | 3.3% | -8% | -1% | 0.2% | 8% | -1% | -6%

Retrieved by compound from the entries so far (4):
SMILES | MgcRacGAP inhibition | ER stress rescue | RSV antiviral HEp-2 | GPR35 arrestin U2OS | Dengue-2 NS5 capping | West Nile virus CPE | Large T inhibition | PhoP inhibition | LYP phosphatase | others
Cc1ccc(S(=O)(=O)N2CCN(C(=O)CCC(=O)NCc3cccc(C(F)(F)F)c3)CC2)cc1 | 3% | x | -1.3% | x | -2% | x | 14% | 3% | x
COc1ccc(OC)c(NC(=O)CCNS(=O)(=O)c2ccc3c(c2)oc(=O)n3C)c1 | 5% | -2.8% | -0.1% | -2% | -4% | -0.1% | 8% | 9% | 2%
C[C@@H]1CC[C@]2(O[C@@H](CCO)C[C@H](O)[C@H]2O)O1 | -3% | -5.2% | 0.0% | -7% | 2% | 0.0% | 16% | 1% | -5%
CC(C)C12CN3CCN(CC(C3)/C1=N\NC(=O)Nc1ccccc1)C2 | 7% | -1.5% | -0.1% | -8% | 9% | -0.4% | 8% | 0% | -8%

Assay outcomes from PubChem.
